High-throughput results from PubChem.
TDP1 cell CPT: DT40-hTDP1 cell growth loss with CPT | chicken DT40 Tdp1-/-;hTDP1 cells + 20 nM CPT, ATP luminescence, 48 h | Potency, µM (top dose mostly 46.2 µM), without a hit: top-dose activity change, negative = growth inhibition, most hits filed as inhibitors | 12% of 420,000 active; also: nearly all actives have a fitted effect of over 55% in size
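Chicken DT40 Tdp1-/- cells complemented with human TDP1, 400 cells/well, exposed to compounds plus 20 nM camptothecin for at least 48 h at 37 C; viability read as ATP content by CellTiter-Glo luminescence.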
GCN5L2 inh: inhibitors of human GCN5L2 histone acetyltransferase; GCN5L2 HAT assay, ThioGlo1 CoA-SH fluorescence; Potency, µM (titrated, usually from 58.9 µM), without a hit: top-dose activity change, negative = inhibition, hits mostly inhibitors; Q92830; 0.21% of 390,000 active; AID 504327
Target sequence (Q92830 whole entry, looked up): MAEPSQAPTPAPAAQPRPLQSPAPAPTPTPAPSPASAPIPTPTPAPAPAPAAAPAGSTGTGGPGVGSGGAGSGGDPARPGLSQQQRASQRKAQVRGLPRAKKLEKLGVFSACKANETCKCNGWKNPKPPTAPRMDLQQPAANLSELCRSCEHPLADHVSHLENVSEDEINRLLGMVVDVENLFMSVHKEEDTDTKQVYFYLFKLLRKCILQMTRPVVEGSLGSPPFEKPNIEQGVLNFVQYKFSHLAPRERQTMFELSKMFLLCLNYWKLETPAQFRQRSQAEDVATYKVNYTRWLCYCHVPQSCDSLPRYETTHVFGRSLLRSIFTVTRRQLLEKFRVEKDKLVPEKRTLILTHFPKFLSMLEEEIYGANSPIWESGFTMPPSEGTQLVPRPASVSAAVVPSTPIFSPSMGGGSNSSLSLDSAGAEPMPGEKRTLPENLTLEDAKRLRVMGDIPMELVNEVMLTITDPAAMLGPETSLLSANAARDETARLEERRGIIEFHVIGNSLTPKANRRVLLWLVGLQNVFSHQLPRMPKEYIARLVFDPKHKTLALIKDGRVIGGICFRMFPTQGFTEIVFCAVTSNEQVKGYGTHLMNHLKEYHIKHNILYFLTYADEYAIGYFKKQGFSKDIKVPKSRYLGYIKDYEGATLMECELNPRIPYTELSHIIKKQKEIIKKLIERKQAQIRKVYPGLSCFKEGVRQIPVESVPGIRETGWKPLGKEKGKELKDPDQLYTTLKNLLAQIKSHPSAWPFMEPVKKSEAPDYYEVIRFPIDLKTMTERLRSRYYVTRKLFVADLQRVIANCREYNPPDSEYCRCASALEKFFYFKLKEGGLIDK
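Fluorescence readout, Ex340nm/Em540nm: ThioGlo1 (50uM final) reacts with free CoA thiol released as 20nM GCN5L2 acetylates H3(1-25) peptide (75uM) using acetyl-CoA (70uM). Compound and enzyme sat 15 min beforehand; 20 min room-temperature reaction.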
TDP1 cell noCPT: qHTS for Inhibitors of human tyrosyl-DNA phosphodiesterase 1 (TDP1): qHTS in cells in absence of CPT; DT40 Tdp1-/- hTDP1 cells, no CPT, ATP luminescence, 48 h; Potency, µM (series often up to 46.2 µM), inactives show at the top dose activity change, negative = growth inhibition, usual class: inhibitors; 15% of 420,000 active; also: nearly all actives have a fitted effect of over 55% in size
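Growth kinetics read by CellTiter-Glo luminescence after ≥48 hr at 37 °C. Cells: DT40 Tdp1-/- stably carrying human TDP1, 400 per well, compound exposure in the absence of CPT (DMSO vehicle).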
An asterisk follows results filed as active; u = inconclusive; x = no result given; & = joins results of further samples. Calls follow the shape of the dose curve; as a rule, active = well fitted curve in the direction sought with a large enough effect; inconclusive = small, poorly fitted or top-dose-only effect, or another doubt; inactive = no such curve, though single readings can be large; an effect the other way counts as inactive or inconclusive. % is scaled to controls: 0 for no effect and ±100 for the full control effect; potency is read from the fitted curve at half-maximal effect.

The opening 14 entries as a preview:
SMILES | TDP1 cell CPT | GCN5L2 inh | TDP1 cell noCPT
Nc1c(C(=O)NCc2cccs2)nnn1CC(=O)Nc1cccc(Cl)c1 | -2% | -6% | -1%
COc1ccc(-c2nc3ccccc3c(=O)o2)cc1OC | -6% | u | -4%
Cc1cc2cccc(C)c2nc1SCC(=O)NNC(=O)c1ccco1 | 0% | -1% | -24%
CSc1ccccc1NC(=S)Nc1ccccc1C(F)(F)F | -2% | -4% | -22%
Cc1ccc(C(CCN(Cc2ccccc2)C(=O)c2ccco2)c2ccco2)cc1 (stereo unspecified) | -23% | u | -24%
Cc1ccccc1-c1nc(NCC2CC2)nc2ccsc12 | 23µM* | x | u
CCOC(=O)CC(NC(=O)CCc1c(C)nc2c(-c3ccccc3)c(C)nn2c1C)c1ccc(OC(C)C)cc1 (stereo unspecified) | u | -13% | u
COc1ccc(/C=N/NC(=O)c2ccc(COc3cccc4cccnc34)cc2)cc1O | u | -7% | 13µM*
CC(C)Oc1ccc(C(=O)N/N=C/c2ccc(-c3ccc(S(=O)(=O)Nc4ncccn4)cc3)o2)cc1 | -5% | -23% | -24%
COC(=O)C1C2C=CC3(CN(C(C)C)C(=O)C13)O2 (stereo unspecified) | -18% | -4% | -2%
N#Cc1ccc(OCC(=O)NCC2(N3CCCCC3)CCCCC2)cc1 | 17% | -5% | -18%
CN(C)C(=O)c1ccc(NC(=O)COC(=O)c2cc(S(=O)(=O)N(C)C)ccc2N2CCCC2)cc1 | -23% | -23% | u
CCc1nnc(NC(=O)[C@@H](NC(=O)c2cccc(S(=O)(=O)N(CC)CC)c2)C(C)C)s1 | -18% | 0% | -23%
COc1ccc(-c2csc(Nc3cccc(C)n3)n2)cc1OC | u | x | 26µM*

This part in full, repeating the preview:
SMILES | TDP1 cell CPT | GCN5L2 inh | TDP1 cell noCPT
Nc1c(C(=O)NCc2cccs2)nnn1CC(=O)Nc1cccc(Cl)c1 | -2% | -6% | -1%
COc1ccc(-c2nc3ccccc3c(=O)o2)cc1OC | -6% | u | -4%
Cc1cc2cccc(C)c2nc1SCC(=O)NNC(=O)c1ccco1 | 0% | -1% | -24%
CSc1ccccc1NC(=S)Nc1ccccc1C(F)(F)F | -2% | -4% | -22%
Cc1ccc(C(CCN(Cc2ccccc2)C(=O)c2ccco2)c2ccco2)cc1 (stereo unspecified) | -23% | u | -24%
Cc1ccccc1-c1nc(NCC2CC2)nc2ccsc12 | 23µM* | x | u
CCOC(=O)CC(NC(=O)CCc1c(C)nc2c(-c3ccccc3)c(C)nn2c1C)c1ccc(OC(C)C)cc1 (stereo unspecified) | u | -13% | u
COc1ccc(/C=N/NC(=O)c2ccc(COc3cccc4cccnc34)cc2)cc1O | u | -7% | 13µM*
CC(C)Oc1ccc(C(=O)N/N=C/c2ccc(-c3ccc(S(=O)(=O)Nc4ncccn4)cc3)o2)cc1 | -5% | -23% | -24%
COC(=O)C1C2C=CC3(CN(C(C)C)C(=O)C13)O2 (stereo unspecified) | -18% | -4% | -2%
N#Cc1ccc(OCC(=O)NCC2(N3CCCCC3)CCCCC2)cc1 | 17% | -5% | -18%
CN(C)C(=O)c1ccc(NC(=O)COC(=O)c2cc(S(=O)(=O)N(C)C)ccc2N2CCCC2)cc1 | -23% | -23% | u
CCc1nnc(NC(=O)[C@@H](NC(=O)c2cccc(S(=O)(=O)N(CC)CC)c2)C(C)C)s1 | -18% | 0% | -23%
COc1ccc(-c2csc(Nc3cccc(C)n3)n2)cc1OC | u | x | 26µM*
Cc1ccc(COC(=O)c2cc(S(=O)(=O)N3CCCCC3)ccc2N2CCOCC2)cc1 | u | -19% | 26µM*
O=[N+]([O-])c1ccc(CSc2ccc(-c3ccccn3)nn2)cc1 | -21% | 3% | -29%
CCS(=O)(=O)N1CCC(C(=O)NCCC2=CCCCC2)CC1 | -9% | 2% | 5%
CCn1cc(C(=O)O)c(=O)c2cc(S(=O)(=O)N(C)C)ccc21 | -7% | 3% | -14%
CCCOc1ccc(C2/C(=C(/O)c3ccccc3)C(=O)C(=O)N2CCCN(C)C)cc1OC (stereo unspecified) | -14% | x | -2%
CCN(c1ccc(C)cc1)S(=O)(=O)c1nnc(NC(=O)C2CCCCC2)s1 | u | -2% | 10µM*
COc1ccc2nc(C)c3cc(C)oc3c2c1 | -11% | 1% | -15%
COC(=O)CCC(=O)OC1(C)C(=O)C2=CN(Cc3ccccc3)C(c3ccc(OC)cc3)=CC2=C(Br)C1=O (stereo unspecified) | -15% | x | -3%
O=C(CSc1nc(-c2ccc(F)cc2)cc(C(F)(F)F)n1)NCc1cccs1 | 2% | 0% | -5%
COc1ccc(C(=O)NC(=S)Nc2ccc(N3CCCC3)cc2)cc1 | -14% | 2% | -19%
Cc1ccc(SCCCCN2C(=O)NC(C)(C)C2=O)cc1 | -19% | -13% | -27%
CCC(C)(C(=O)NC1CCCC1)N(C(=O)CNC(C)=O)c1ccccc1 (stereo unspecified) | -5% | -2% | -14%
O=C(C1CCN(c2ncnc3c2sc2cccc(F)c23)CC1)N1CCOCC1 | 12µM* | -13% | 29µM*
CC(=O)N1CC=CC1(CC(C)C)C(=O)NCCc1c[nH]c2ccccc12 (stereo unspecified) | u | -3% | -11%
CCCn1c(/C=C/c2cc[n+](C)cc2)nc2ccccc21 | 3% | u | -2%
O=C(COC(=O)c1ccc2ccccc2c1O)NCC(F)(F)F | -21% | -6% | u
CCc1ccc(NC(=O)CSC2=Nc3ccccc3C3=NC(CC(=O)NCc4ccc5c(c4)OCO5)C(=O)N23)cc1 (stereo unspecified) | u | -23% | 23µM*
Cc1[nH]n(-c2ccc([N+](=O)[O-])cc2)c(=O)c1C=NCCN1CCN(C(=O)c2ccc(Br)cc2)CC1 | 18µM* | -1% | 15µM*
O=C(Nc1nc2ccccc2n1CCN1CCOCC1)c1ccc(Cn2cc([N+](=O)[O-])cn2)o1 | 16µM* | -5% | -21%
COc1ccc([N+](=O)[O-])cc1NC(=O)C1CCCNC1=O (stereo unspecified) | 9% | -3% | 0%
CC(=O)Nc1ccc(/C=C(\C#N)C(=O)NC2CCCCC2)cc1 | -9% | 4% | u
Cn1c2ccccc2c(=O)c2c(=O)n(-c3ccc(F)cc3)c(-c3cccs3)nc21 | -3% | -2% | u
COc1cc(C=O)ccc1Oc1nnnn1-c1ccccc1 | 13% | 0% | u
CC(NC(=O)COC(=O)CCc1nc(=O)c2ccccc2n1C)c1ccccc1 (stereo unspecified) | -9% | -8% | -2%
Nc1ncnc(N(c2ccccc2)C2CCCCC2)c1[N+](=O)[O-] | u | -2% | -12%
O=C(NCCS(=O)(=O)N1CCN(c2ccccc2F)CC1)c1ccc(F)c(F)c1 | u | -13% | u
CCOC(=O)c1ccccc1NC(=O)N1CC(C)Oc2ccc(C)cc21 (stereo unspecified) | u | -10% | u
CS(=O)(=O)c1ccc(Sc2nc3ccccc3[nH]2)c([N+](=O)[O-])c1 | u | 18% | u
O=C(c1ccc(F)cc1)C1CCN(Cc2ccccc2F)CC1 | 8% | x | u
Cc1ccccc1OCCC(=O)Nc1ccc(S(=O)(=O)N(C)C2CCN(C)CC2)cc1 | u | -1% | u
COc1ccc(C(=O)c2c3ccccc3[n+]([O-])n2Cc2ccc(C(N)=O)cc2)cc1 | u | -5% | u
O=C(C[C@@H]1CC[C@@H]2[C@H](COC[C@H](O)CN2CCC(F)(F)F)O1)NCc1ccc2c(c1)OCO2 | -28% | x | -22%
COC(=O)c1c(C)[nH]c(C(=O)NCCc2ccc(S(N)(=O)=O)cc2)c1C | 0% | 1% | 2%
COCCN1C=C(C(=O)OC)C(c2ccc3c(c2)OCO3)C(C(=O)OC)=C1 | -7% | -1% | -5%
CCC(=O)N(Cc1cc2cc(OC)ccc2[nH]c1=O)c1ccc(C)cc1 | u | -22% | 10µM*
C[C@H](CO)N1C[C@H](C)[C@@H](CN(C)C(=O)Nc2ccccc2F)Oc2cc(Br)ccc2S1(=O)=O | -3% | x | -11%

Additional results.
SMILES | TDP1 cell CPT | GCN5L2 inh | TDP1 cell noCPT
COc1cccc(-c2nc(CS(=O)(=O)CC(=O)NCCCc3ccccc3)c(C)o2)c1 | -27%&-17% | 0%&4% | -11%&-26%
COc1ccc(C(=O)C2CCCN(C(=O)c3ccc(CSC)o3)C2)cc1F (stereo unspecified) | u | 3% | u
Cc1ccc(S(=O)(=O)N2[C@@H](c3ccccc3F)C(C(=O)O)=CC[C@H]2c2cccc(Cl)c2)cc1 | -6% | -1% | 2%
O=C(COc1ncnc2sccc12)N1CCN(S(=O)(=O)c2ccc(Cl)cc2)CC1 | -10% | -7% | -16%
O=C(N/N=C/c1cnc2ccccc2n1)c1cccc(F)c1 | -6% | -3% | -19%
O=C(Nc1cccc2ccccc12)c1ccc([N+](=O)[O-])s1 | 15µM* | 0% | 10µM*
COCc1ccc2oc(C(=O)O)cc2c1 | 12µM* | 0% | 23µM*
COCc1cc(C)nc2sc3c(c12)NC(c1ccccc1C(=O)O)N(c1cccc(C(F)(F)F)c1)C3=O (stereo unspecified) | 29µM* | -5% | u
CCCCn1c(-c2ccc(OC(F)F)cc2)nc2c1c(=O)[nH]c(=O)n2CC(C)C | 21µM* | 0% | 23µM*
O=C(C1=C(O)C(=O)N(CCN2CCOCC2)C1c1ccncc1)c1ccco1 (stereo unspecified) | -8% | 1% | 0%
COc1cc(S(=O)(=O)Nc2ccccc2C(=O)N2CCCC2)ccc1NC(C)=O | -15% | -5% | -2%
Cc1ccn2c(C(=O)N/N=C\c3ccc4c(c3)OCO4)c(C)nc2c1 | 6% | 1% | u
COC(=O)c1ccc(OC(=O)c2ccccn2)cc1 | -1% | -8% | -10%
CC(=O)Oc1cccc(N2C(=O)c3cccc4c([N+](=O)[O-])ccc(c34)C2=O)c1 | 2.3µM* | -2% | 2.9µM*
CC(C)(C)C1CCc2c(sc(NC(=O)c3cccc(Cl)c3)c2C(N)=O)C1 (stereo unspecified) | -3% | 0% | -1%
COCCN(C(=O)Cc1cccs1)C(C(=O)NCc1ccc(OC)cc1)c1ccc(C)cc1 (stereo unspecified) | u | -6% | u
CC(C)(C)c1ccc(OCCC(=O)Nc2cccc(S(=O)(=O)N3CCOCC3)c2)cc1 | u | -14% | u
C/C=C/c1ccc2c(c1)O[C@H](CN(C)CC1CCOCC1)[C@@H](C)CN([C@H](C)CO)S2(=O)=O | 23µM* | x | 18µM*
Cc1ccc(NS(=O)(=O)c2cccc3nsnc23)cc1[N+](=O)[O-] | 4% | -7% | 24%
C/C(=N\NC(=O)c1ccc(OC2OCCOC2Oc2ccc(C(=O)N/N=C(\C)c3ccncc3)cc2)cc1)c1ccncc1 (stereo unspecified) | 6.5µM* | -5% | 7.3µM*
Cc1nnsc1Sc1ccccc1C(=O)O | 7% | 4% | -21%
CCN1C[C@@H]2[C@@H]3C(=O)N(C)C(=O)[C@@H]3[C@](CC)(C1=O)N2C(=O)c1ccc(C)cc1 | 2% | x | -21%
CCOc1ccc2nc(N3CCCC(C(=O)NCCc4ccc(C)cc4)C3)sc2c1 (stereo unspecified) | 12µM* | -8% | 15µM*
COCCN(C(=O)COC(=O)C1CC1C)c1c(N)n(Cc2ccccc2)c(=O)[nH]c1=O (stereo unspecified) | -10% | -12% | -26%
CCc1nnc(SCc2ccc(OC)cc2)c2cc3sc(C)cc3n12 | -12% | -5% | -16%
NC(=O)c1ccsc1NC(=O)COC(=O)c1ccc(Cl)c(N)c1 | u | -13% | u
CCCCn1cnc2cc(NC(=O)c3cc(OC)c(OC)c(OC)c3)ccc21 | u | -12% | u
CC(C)(C)c1cc(CCC(=O)NNC(=O)c2ccncc2)cc(C(C)(C)C)c1O | -2% | 0% | 25%
COc1cc(SC)ccc1C(=O)Nc1ccc(S(=O)(=O)Nc2nccc(C)n2)cc1 | 23µM* | -1% | u
CCOc1ncccc1C(=O)NCCN1C(=O)S/C(=C/c2cccs2)C1=O | u | -3% | u
O=C(NCc1ccccc1Cl)c1cc2ccccc2oc1=O | 9% | u | 1%
O=C1CN(S(=O)(=O)c2ccc(F)cc2)CCN1 | 2% | 3% | -5%
CCCc1nc(SCC(=O)Nc2nccs2)c2ccccc2n1 | 4% | -2% | u
CC1=C(C(=O)NCc2ccccc2)C(c2cc(Br)cc(Br)c2OC(C)C)NC(=O)N1 (stereo unspecified) | u | -1% | u
Cc1cc(C)cc(NC(=O)CSCc2cnn(-c3ccccc3)c2-n2cccc2)c1 | u | -14% | 10µM*
COc1ccc(C2=NN(C(=O)C(O)c3ccccc3)C(O)(C(F)(F)F)C2)cc1 (stereo unspecified) | -23% | 6% | u
COc1ccc(-c2cc3ccc(OC)cc3cn2)cc1 | u | 2% | u

Some of the compounds tested, so the mix of outcomes need not match the whole.
